# Screening results (PubChem)
# RXFP1 antagonist: antagonists of human relaxin receptor RXFP1; actives 0.59% (n = 350,000); Q9HBX9; HEK293-RXFP1, relaxin-stimulated cAMP HTRF, 30 min; active compounds read low; activity change, negative = inhibition, % at 57.5 µM;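 active = activity change of -60% or lower, but not beyond a set lower limit; inconclusive = change between -60% and -40%, or beyond the set limit; inactive = change above -40%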; also: % is scaled to controls: 0 for no effect and ±100 for the full control effect
# TRHR agonist: TRH receptor (human) agonism | P34981 | TRHR cells, calcium flux fluo-8, FDSS agonist mode | activation, % at 2 µM | actives 0.18% (n = 360,000); in the data active = activation above about 30%; also: 0% is about no effect
# Target sequence (P34981 whole entry, looked up): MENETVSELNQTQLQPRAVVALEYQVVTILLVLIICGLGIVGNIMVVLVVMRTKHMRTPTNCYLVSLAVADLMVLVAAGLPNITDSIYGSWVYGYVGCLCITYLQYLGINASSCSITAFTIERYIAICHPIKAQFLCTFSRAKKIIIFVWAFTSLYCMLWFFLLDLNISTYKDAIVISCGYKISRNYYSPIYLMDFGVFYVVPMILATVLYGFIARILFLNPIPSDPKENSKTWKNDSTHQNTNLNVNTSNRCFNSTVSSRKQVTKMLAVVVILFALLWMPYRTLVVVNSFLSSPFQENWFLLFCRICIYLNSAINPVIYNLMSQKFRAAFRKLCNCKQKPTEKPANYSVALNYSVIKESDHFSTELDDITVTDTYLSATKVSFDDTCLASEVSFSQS
#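 Fluo-8-loaded TRHR cells; 10 s baseline, compound added, kinetic Ca2+ fluorescence read 1/s, agonist mode.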
# TRHR PAM: TRH receptor (human) allosteric enhancement. TRHR cells, fluo-8 calcium fluorescence, EC20 TRH enhancement. enhancement, % at 2 µM. actives 0.66% (n = 360,000). P34981; in the data active = enhancement above about 30%; also: 0% is about no effect
#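 TRHR-expressing cells loaded with fluo-8 calcium dye were read kinetically (ex 480/em 530) during compound addition, then stimulated with an EC20 of TRH (10 nM final). Enhancement of the Gq-mediated intracellular calcium response was scored.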
# D2 potentiator: D2 dopamine receptor (human) potentiation; P14416; HEK293 T-REx D2, calcium flux, EC20 dopamine potentiation; potentiation, % at 10 µM; actives 0.34% (n = 340,000);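 active = potentiation over 3 SD above the plate norm, cut at about 30% in these data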; also: 0% is about no effect
#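 Calcium flux readout, no-wash dye, 1 read/s. Inducible HEK293 Trex D2 line, overnight 30 C. Compound alone 180 s (agonist flags), then EC20 dopamine, another 180 s to score potentiation.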
# D1 agonist: agonists of human D1 dopamine receptor; P21728; HEK293 T-REx D1 cells, calcium flux, agonist mode; activation, % at 2 µM; actives 1% (n = 360,000); AID 504660; in the data active = activation above about 30%; also: 0% is about no effect
# Target sequence (P21728 whole entry, looked up): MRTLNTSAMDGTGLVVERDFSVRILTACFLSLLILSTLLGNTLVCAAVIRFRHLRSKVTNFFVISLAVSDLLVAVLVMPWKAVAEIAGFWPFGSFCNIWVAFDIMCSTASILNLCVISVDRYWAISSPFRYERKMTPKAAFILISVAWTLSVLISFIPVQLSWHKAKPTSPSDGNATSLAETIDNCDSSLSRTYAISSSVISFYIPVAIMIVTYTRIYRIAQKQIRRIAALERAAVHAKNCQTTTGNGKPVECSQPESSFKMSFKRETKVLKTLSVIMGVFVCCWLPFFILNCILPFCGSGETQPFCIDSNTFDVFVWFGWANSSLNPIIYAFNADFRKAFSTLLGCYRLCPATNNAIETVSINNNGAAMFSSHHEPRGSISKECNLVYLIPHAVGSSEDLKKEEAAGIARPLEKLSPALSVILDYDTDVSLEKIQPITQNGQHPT
#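 Inducible HEK293 T-REx D1 cells, force-coupled to calcium signalling, were plated at 4000 cells/well with tetracycline and held overnight at 30 C. After no-wash calcium dye loading, compound-evoked calcium rise over 180 s flagged agonists.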
# RXFP1 agonist: agonists of human relaxin receptor RXFP1; Q9HBX9; actives 0.3% (n = 370,000); AID 2676; Potency, µM (doses to about 57.5 µM), for inactives: at the highest dose activation, most hits filed as activators; HEK293T-RXFP1 cAMP TR-FRET, 30 min; response scale: percent of porcine relaxin response, buffer zero; also: potency is read from the fitted curve at half-maximal effect; % is scaled to controls: 0 for no effect and ±100 for the full control effect; nearly all actives have a fitted effect of over 60% in size; many of its hits are not listed in these tables
#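 HEK293 cells stably expressing RXFP1, treated 30 min at 37C with compounds plus PDE4 inhibitor Ro 20174; cAMP measured by HTRF TR-FRET. Normalized to buffer and 29 nM porcine relaxin; EC50 by Hill fit.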
# D1 PAM: potentiators of human D1 dopamine receptor; HEK293 TREx D1 cells, calcium flux, dopamine EC20 potentiation; P21728; AID 504651; potentiation, % at 10 µM; actives 0.036% (n = 360,000); in the data active = potentiation above about 30%; also: 0% is about no effect
# Apoferritin bind: candidate novel general anesthetic via apoferritin binding. P02791. Potency, µM (titrated, usually from 77.5 µM), for inactives: at the top dose activity change, negative = displacement, actives largely listed as inhibitors. actives 0.074% (n = 350,000). AID 485281. apoferritin/1-aminoanthracene competitive binding, fluorescence; also: potency is read from the fitted curve at half-maximal effect; % is scaled to controls: 0 for no effect and ±100 for the full control effect; nearly all actives have a fitted effect of over 20% in size
#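 Apoferritin-based anesthetic binding model; compound displacement of fluorescent 1-AMA measured as endpoint fluorescence after 10 minutes at room temperature, scaled to free-ligand and complex controls.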
# D1 antag: human D1 dopamine receptor antagonism. P21728. HEK293 TREx D1 cells, calcium flux, dopamine EC80; active compounds read low. activity change, negative = inhibition, % at 10 µM. actives 3.2% (n = 360,000). AID 504652; in the data active = activity change below about -30%; also: % is scaled to controls: 0 for no effect and ±100 for the full control effect
#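 Allosteric or orthosteric antagonism assessed as attenuation of the calcium response to EC80 dopamine, added 180 s after compound, in induced HEK293 Trex D1 cells loaded with no-wash calcium dye.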
# An asterisk follows results filed as active; ? = inconclusive; nt = no result given; & = joins results of further samples; [ ] = dose if it differs, or a comment. Unless noted, calls follow the shape of the dose curve; as a rule, active = well fitted curve in the direction sought with a large enough effect; inconclusive = small, poorly fitted or top-dose-only effect, or another doubt; inactive = no such curve, though single readings can be large; an effect the other way counts as inactive or inconclusive. An excerpt (hit frequency here may not be typical).
SMILES,RXFP1 antagonist,TRHR agonist,TRHR PAM,D2 potentiator,D1 agonist,RXFP1 agonist,D1 PAM,Apoferritin bind,D1 antag
CCN(CC(=O)Nc1cc(Cl)ccc1C)C(=O)C1CC1,9,-0.3,-5,7,4,0.6%,nt,nt,-6
CCOC(=O)C1CCCCN1Cc1cccc(Oc2ccccc2)c1 (stereo unspecified),-6,-1.1,2,4,0,-0.7%,-4,7%,2
COc1cccc(-c2cc(C(=O)Nc3cc(C)nn3-c3ccccc3)no2)c1,-4&1,-0.9&0.1,17&1,5,-1&-3,3.3%&0.7%,1&4,-9%&-7%,-1&-6
CC1=CC(C)C2C(=O)N(c3ccccc3)NC(=O)C2C1 (stereo unspecified),-2,-0.3,3,-2,0,0.3%,-1,-3%,-6
O=C(NCCCc1ccccc1)c1ccc(CS(=O)Cc2ccccc2Cl)o1 (stereo unspecified),-24,-0.6,1,-8,4,2.6%,1,-19%,-9
COC(=O)c1cc(-c2ccccc2)sc1NC(=O)CN1C(=O)c2ccccc2C1=O,-2,0.1,4,17,1,1.0%,-3,-16%,14
Cc1cc(C(=O)NCC2CCCO2)n(-c2ccccc2)n1 (stereo unspecified),nt,-0.2,-4,-5,5,-0.3%,2,-5%,-8
CSCCC(NC(=O)c1ccc(C)o1)C(=O)O (stereo unspecified),-4,1.0,10,0,3,2.3%,-3,-6%,-8
COc1ccc(N/C(=N\c2nc(C)cc(C)n2)NC(C)=O)cc1OC,-4,-0.2,2,13,0,0.7%,-1,7%,8
NC(=NC(=O)c1ccc(OCC(F)(F)F)nc1)c1ccccc1,-6,1.4,9,2,15,0.6%,-8,-22%,-26
O=C(CNC(=O)c1cccc(Br)c1)NCCc1nc2ccccc2[nH]1,11,0.4,-3,-9,2,0.7%,-3,-9%,25
CCc1cccc(CC)c1N(COC)C(=O)Cn1nnc2ccccc21,-14,-2.4,-5,-4,1,1.6%,-1,-15%,4
O=C(c1ccc2c(=O)n3c(nc2c1)CCCCC3)N1CCN(c2ccccc2)CC1,-13,-0.7,-3,-2,1,0.2%,-7,-17%,-13
O=C(NC(=S)NCc1ccccc1)c1ccccc1,-3,0.6,1,9,1,2.9%,5,-19%,-3
CC(O)c1nc2c(c(=O)n(C)c(=O)n2C)n1C (stereo unspecified),2,0.5,-10,7,1,22%,1,12%,3
COc1ccc(CCNC(=O)c2cccc(S(=O)(=O)N3CCCC3)c2)cc1,-11,-0.3,-6,6,-1,-0.8%,0,nt,10
CN(Cc1cccnc1)C(=O)CC1C(=O)NCCN1CC(c1ccccc1)c1ccccc1 (stereo unspecified),-3,0.6,3,-1,0,-0.9%,-1,-9%,5
O=C(CSc1nc2ccccc2[nH]1)N1CCCCC1,-14,1.3,-10,16,1,-0.7%,-2,0%,7
CCOc1cccc(C2c3c(oc4ccccc4c3=O)C(=O)N2c2nc(C)c(C(=O)OC)s2)c1 (stereo unspecified),-4,0.3,-3,1,1,3.9%,-1,-8%,5
Cc1ccc(/C=N/NC(=O)c2ccncc2)s1,-21,0.3,-8,-4,0,-2.1%,1,-7%,0
Fc1ccccc1NC(=S)N/N=C/c1ccccc1Br,-4,-0.7,-1,5,-3,-0.6%,1,-21%,34
CC1SC(=S)N(c2ccc(N(C)C)cc2)C1=O (stereo unspecified),?,0.8,0,9,3,-1.7%,0,-18%,-9
Cc1cccc(-c2nc(CN3CCCC(C(=O)N4CCN(c5cc(Cl)ccc5C)CC4)C3)c(C)o2)c1 (stereo unspecified),nt,0.3,14,-16,4,0.0%,-2,54%[activator],1
Cc1ccc(S(=O)(=O)c2nc(S(C)(=O)=O)sc2N2CCCC2)cc1,2,1.0,0,-10,1,12%,-1,3%,10
COC(=O)Cc1ccc(NC(=S)NCc2ccc(OC)cc2)cc1,-2,-0.2,-1,-3,2,0.5%,-6,-15%,nt
COC(=O)C1C/C(=N\NS(=O)(=O)c2ccc(C)cc2)c2ccccc2C1 (stereo unspecified),-13,-1.3,1,0,0,-2.0%,2,-7%,-4
O=c1c(-c2ccc(Cl)cc2)[n+]([O-])c2ccccc2n1OCc1ccccn1,-4,0.3,-6,-4,1,-0.9%,-1,-6%,1
Cn1c(=O)[nH]c2sc3c(c2c1=O)CC(C)(C)OC3,5,0.7,-1,3,1,-0.1%,0,-20%,-3
COc1cccc(N2C(=O)c3cccnc3C2O)c1 (stereo unspecified),6,1.3,6,1,1,4.6%,2,-8%,7
Oc1ccc(-c2cccc(-c3ccc(O)cc3)c2)cc1,1,0.4,12,-1,3,0.8%,-7,-7%,-15
CCCC(=O)Nc1nnc(S(=O)(=O)N(CC)c2ccc(OC)cc2)s1,-9,-0.5,-3,5,1,-0.5%,-4,-12%,-1
COc1ccc(C(CNC(=O)CNC(=O)c2cc(OC)c(OC)c(OC)c2)N2CCOCC2)cc1 (stereo unspecified),-6,0.4,3,-2,3,-1.4%,-2,nt,3
COc1ccc(C(=O)N/C(=C\c2cn(S(=O)(=O)N(C)C)c3ccccc23)C(=O)NCCCn2ccnc2)cc1,-7,0.3&0.2,-11&-11,-14&-5,1&3,2.0%&-0.6%,-3&-4,?,-5&3
O=C(c1ccc(Cl)cc1)C1CCCN(Cc2cnn(-c3ccccc3)c2)C1 (stereo unspecified),-9,-1.1,2,-15,1,1.9%,1,-22%,15
CCOc1cc(C(=O)Nc2ccon2)cc(OCC)c1OCC,-18,-0.7,0,-5,1,-0.3%,4,-2%,0
N=C1C(=O)OCC1c1ccccc1NC(=O)Nc1ccccc1 (stereo unspecified),3,-0.2,12,0,-1,1.5%,-4,-14%,-14
Cc1ccc(S(=O)(=O)CCC(=O)OCc2ccccc2)cc1,0,-1.2,-6,5,1,-1.1%,-7,-15%,-1
Cc1ccc(S(=O)(=O)N2CCCC2)cc1C(=O)NCc1ccccc1CN1CCCC1,1,-0.7,3,-19,-1,-0.8%,-1,nt,11
O=C(CNS(=O)(=O)c1cccs1)Nc1ccc2c(c1)OCCO2,-11,-0.4,2,4,4,0.7%,5,-14%,-13
CN1CCN(C(=O)C(N)Cc2ccccc2)CC1 (stereo unspecified),-12,0.5,3,0,0,1.2%,-6,-7%,-20
Cc1ccc(NC(=O)Nc2ccc3c(c2)N(C)C(=O)CS3)cc1C,nt,-1.2,11,12,20,0.1%,nt,?,-44*
Cc1ccc2c(CC(=O)N3CCN(S(=O)(=O)c4ccc5c(c4)OCCO5)CC3)coc2c1,-13,0.9,-5,2,4,-0.2%,-6,-10%,-5
CN(C)CCN(Cc1ccc(Cl)cc1)c1ccccn1,-13,1.4,-8,-21,21,0.0%,-5,5%,-15
COC(=O)c1cc(NC(=O)C2CC=CCC2C(=O)O)cc(C(=O)OC)c1 (stereo unspecified),6,0.0,-4,0,1,6.3%,5,-4%,11
Cc1nn(-c2ccccc2)c(C)c1C(=O)OCC(=O)Nc1ccccc1C(F)(F)F,3,0.2,-8,-3,2,0.2%,-7,nt,-24
Cc1ccc(-n2ncc3c(=O)n(CC(=O)N(C)C)cnc32)cc1C,3,0.3,11,6,1,3.7%,2,-7%,-15
C/C(=N\NC(=O)c1ccc(N(C)C)cc1)c1ccc(C)cc1C,-5,0.0,3,0,-1,2.9%,-1,-14%,6
O=C(COC(=O)CCc1c[nH]c2ccccc12)NCc1ccc(Cl)cc1,-11,-1.5,-8,0,13,1.9%,-7,8%,3
Cc1ccccc1CSc1nc(C(C)(C)C)cc(=O)[nH]1,14,0.4,5,8,-1,0.9%,3,-4%,9
CC(C)=CCN1CCN(Cc2ccc(Sc3nncn3C)o2)CC1CCO (stereo unspecified),20,-0.7,-5,5,0,-1.9%,-6,-2%,0
c1ccc(CCn2c3ccccc3c3nnc(SCc4ccc5nonc5c4)nc32)cc1,-11,2.4,17,12,8,-0.3%,-2,-12%,-13
Fc1cccc(CN2CCSCC2)c1,20,1.3,0,nt,4,1.7%,5,?,-5
COc1ccc(NC(=O)CSc2nnc(C)n2C2CCCCC2)cc1,-14,-0.6,-14,-15,0,-0.2%,-2,-1%,-4
Cc1ccc[n+](CC(=O)Nc2ccc(Cl)c([N+](=O)[O-])c2)c1,-9,0.1,-6,-25,2,-1.4%,-2,-14%,7
COc1ccc(N2C(=O)CCC2=O)c(OC)c1,-17,0.3,-2,7,3,0.6%,0,0%,-7
Cc1ccc(S(=O)(=O)c2cn(Cc3ccccc3)c3cc(N4CCCC4)c(F)cc3c2=O)cc1C,-16,0.7,14,5,-1,6.0%,-1,3%,-15
O=C(NCc1ccco1)c1cc2n(n1)C(C(F)(F)F)CC(c1ccc(Cl)c(Cl)c1)N2 (stereo unspecified),4,0.4,0,-8,4,2.5%,-5,?,13
CCCc1cc2c(=O)c(-c3ccc4c(c3)OCCO4)c(C)oc2cc1OS(C)(=O)=O,-2,0.0,1,-8,7,-1.1%,-1,0%,-14
CCN1C(=O)C(CC(=O)N2CCN(C(c3ccccc3)c3ccccc3)CC2)N(CC)C1=O (stereo unspecified),2,0.0,0,2,-2,2.6%,-2,-8%,-2
CCCCN(C(=O)c1ccc(NC2CC2)c([N+](=O)[O-])c1)c1c(N)n(CCCC)c(=O)[nH]c1=O,-2,0.3,-6,0,2,-0.9%,-2,nt,-20
COCc1cc(C)nc(N2CCN(Cc3ccccc3)CC2)c1C#N,-8,-0.4,-8,2,8,0.5%,4,-14%,-2
COc1cc(OC)cc(C(=O)NC2CCN(Cc3nnnn3Cc3cccs3)CC2)c1,6,-0.1,0,15,1,1.5%,-3,-12%,14
